PV pol inh = poliovirus RdRp elongation inhibitors, primary screen, biochemical, fluorescence polarization, total intensity; poliovirus polymerase elongation; active compounds read low; actives 0.66% (n = 150,000); AID 588519, 2011; % elongation, % (compound at 16.7 µg/mL); in the data active = % elongation below about 90%; note: some results filed as inactive read as strong as hits
Target sequence (P03300 1749-2209 limits assumed): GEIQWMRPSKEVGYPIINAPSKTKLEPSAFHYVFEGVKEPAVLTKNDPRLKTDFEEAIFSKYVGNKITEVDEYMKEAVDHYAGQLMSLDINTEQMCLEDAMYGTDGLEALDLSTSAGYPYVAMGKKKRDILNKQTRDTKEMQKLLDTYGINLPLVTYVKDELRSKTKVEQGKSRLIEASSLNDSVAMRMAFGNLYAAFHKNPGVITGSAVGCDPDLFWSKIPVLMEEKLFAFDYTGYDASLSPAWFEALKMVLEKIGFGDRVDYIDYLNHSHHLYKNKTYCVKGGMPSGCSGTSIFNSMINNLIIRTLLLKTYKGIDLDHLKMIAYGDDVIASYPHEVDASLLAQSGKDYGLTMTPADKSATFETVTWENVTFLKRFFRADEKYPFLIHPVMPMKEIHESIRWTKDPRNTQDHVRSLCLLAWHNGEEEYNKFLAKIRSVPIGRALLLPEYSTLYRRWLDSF
PV pol inh FP z-score = also measured in PV pol inh; calls as there; z-score; measured here: FP z-score; hits read low
An asterisk follows results filed as active. The list is partial; rates above refer to the full screens.

SMILES	PV pol inh	PV pol inh FP z-score
COC(=O)c1nn(-c2ccc(Br)cc2C)c(Br)c1C(=O)OC	105	0.4
COCCNC(=O)c1cccc(Nc2nc3ccccc3n3nnnc23)c1	101	-0.3
COC(=O)c1cnc2sc3ccccc3n2c1=O	100	-0.3
CN(c1ccccc1C(=O)N1CCN(c2cccc(Cl)c2)CC1)S(C)(=O)=O	99	-0.3
Cc1ccc(CNS(=O)(=O)c2cc3c(cc2C)NC(=O)CO3)cc1	102	-0.8
O=c1c2c3c(sc2nc(SCc2ccccc2)n1Cc1ccco1)CCC3	101	0.4
c1ccc(-n2cnc3cc(NCc4ccco4)ccc32)cc1	101	0
CCCCN1C(=O)c2ccc(C(=O)O)cc2C1=O	107	0.6
N#Cc1sc2nccc(Nc3ccccc3)c2c1N	100	0.1
COc1ccc(CCN2CC(C(=O)NCCc3ccc(C)cc3)CC2=O)cc1OC (stereo not given)	112	0.4
CC(OC(=O)c1ccc2ncsc2c1)C(=O)Nc1ccc(S(N)(=O)=O)cc1 (stereo not given)	104	0.1
CCOC(=O)c1ccc(NC(=O)CSc2cc(=O)n(CC)c3ccccc23)cc1	102	-0.2
CCN(CC)c1ccc(Nc2cc(C)c(C#N)c3nc4ccccc4n23)cc1	106	0.5
COc1ccccc1-c1[nH]ncc1CNCc1ccccc1C	101	-0.1
Cc1ccc2c(=O)cc(C(=O)N(Cc3ccc(N(C)C)cc3)C3CCS(=O)(=O)C3)oc2c1 (stereo not given)	111	0.7
COC(=O)Cc1nc(NC(=O)C2CCC2C(=O)O)sc1C (stereo not given)	108	1.1
CCC(C)Sc1nc2c([nH]c3ccccc32)c(=O)n1-c1ccccc1 (stereo not given)	99	-0.1
N#CCc1nc(-c2cccc(Cl)c2)n[nH]1	101	-0.6
CC(C)CC(NC(=O)C1CCCCC1)C(=O)Nc1cccc(C(F)(F)F)c1 (stereo not given)	109	1.2
O=C(CSc1ccc2nnc(-c3cccnc3)n2n1)NCc1ccccc1	105	0.8
Cn1cc(C(=O)NC2CCCCCC2)c(=O)c2cc(S(=O)(=O)N3CCCCCC3)ccc21	102	0.1
O=C(Cn1c(=O)n(CC2CCC(C(=O)NCc3ccccc3)CC2)c(=O)c2ccccc21)NCc1ccco1 (stereo not given)	99	-0.2
CC1Cc2ccccc2N1C(=O)COc1cccc(C#N)c1 (stereo not given)	100	0
O=C1COc2ccc(C(=O)COC(=O)c3cccnc3)cc2N1	108	1
Cc1cccc(N2CCN(CC(O)CN3C(=O)c4ccccc4C3=O)CC2)c1 (stereo not given)	103	0.1

(listing goes on)
SMILES	PV pol inh	PV pol inh FP z-score
CCOc1ncccc1C(=O)N1CCCC1c1nc2ccccc2s1 (stereo not given)	100	-0.3
COc1ccc(-c2ccc[nH]2)cc1	107	1.4
CCCNC(=O)c1ccc(CS(=O)(=O)c2ccc(OC)cc2)o1	104	1.1
COc1ccc(C2=NS(=O)(=O)N(C)C(C(=O)NC(C)c3ccccc3)=C2)cc1OC (stereo not given)	104	-0.3
O=C(NCc1ccccc1)c1ccc2c(c1)N(Cc1ccc(F)cc1)CCS2	109	1.5
COc1c2c(nc3occc13)C(CC=C(C)C)(OC)C(=O)C=C2 (stereo not given)	106	0.3
COc1ccccc1Cn1ccn(Cc2ccc(C)cc2)c(=O)c1=O	104	-0.5
CCc1ccc(CCC(=O)Nc2sc3c(c2C(=O)OC)CCCC3)o1	98	-0.3
CC(c1ccccc1)C1NC(C(=O)O)CS1 (stereo not given)	104	0.2
COc1ccc(OC)c(NC(=O)c2ccc3nc(C(C)C)oc3c2)c1	110	0.7
N#CC(C#N)=C(N)/C(C#N)=C\c1ccc(-c2ccccc2)o1	101	-0.2
COc1cc(C2c3c(-c4ccccc4O)n[nH]c3C(=O)N2Cc2ccco2)ccc1OCC(C)C (stereo not given)	114	1.9
Cc1nn(S(=O)(=O)c2ccc(F)cc2)c(C)c1S(=O)(=O)N1CCCCC1	109	0.5
O=C(Nc1cccc(C(F)(F)F)c1)C1CCCN1S(=O)(=O)c1cccc2nsnc12 (stereo not given)	107	0.6
CCC(=O)N1CCc2cc(Br)cc(S(=O)(=O)CCC(=O)NCc3ccccc3)c21	104	-0.4
Cc1ccc(NC(=O)CSC2=NC(=O)CC(=O)N2)cc1	100	0
CCOc1ccccc1NC(=O)c1cc2c(=O)oc3ccccc3c2s1	115	1.8
CN(C)c1ccc(CNc2ncn[nH]2)cc1	102	-0.1
O=C(NCc1ccco1)C1CC(c2ccc(Cl)cc2)=NO1 (stereo not given)	99	-0.4
COC(=O)c1cc(OC)c(OC)cc1NC(=O)C1CCCCC1	97	-0.7
CC12CC(NC(=S)N1c1ccccc1)c1ccccc1O2 (stereo not given)	103	0.3
COc1ccc(-c2nc(CNS(=O)(=O)c3ccccc3F)cs2)cc1	106	1.9
Cc1c(Cl)cccc1-n1ncc(C(=O)NC2CCCC2)c1C1CCN(C(=O)OC(C)(C)C)CC1	103	-0.7
Cc1ccc(/C=C/c2onc(C)c2S(=O)(=O)N2CCC(C(=O)NCc3ccc(Cl)cc3)CC2)cc1	102	-0.9
O=C(Nc1ccc2nc(SCCOc3ccccc3Cl)sc2c1)c1ccc2c(c1)OCO2	105	-0.5

Further structures.
SMILES	PV pol inh	PV pol inh FP z-score
Cn1c(C(C#N)C(=O)C(Sc2ccccc2)c2ccccc2)nc2ccccc21 (stereo not given)	108	0.6
O=c1sc(N2CCN(c3ccc(Cl)cc3)CC2)nc2ccsc12	100	-0.5
COc1ccc(C(=O)NCc2ccc3c(c2)CCN3C(=O)c2cccc(C)c2)cc1OC	102	-1.1
CC1=CC(C)(C)n2c(O)c(N=NC(N)=S)c3cc(C)cc1c32	102	-0.1
Cc1ccc(N(C(=O)c2cccc(C)c2)S(=O)(=O)c2ccc(Cl)cc2)cc1	103	-0.2
CCCCOc1ccc(C2(C)CC(=O)NC2=O)cc1 (stereo not given)	102	0
O=C(O)c1cccc(COCC(F)(F)F)c1	100	-0.5
O=C(NCC(c1cccnc1)N1CCN(Cc2ccccc2)CC1)C(=O)Nc1ccc(F)cc1 (stereo not given)	111	0.6
O=C(O)CSCC(=O)N1CCCc2ccccc21	104	0.9
CNC(=O)COC(=O)c1ccc(C#N)cc1	104	0.2
CCCNC(=O)C1Sc2nnc(-c3ccccc3)n2NC1c1ccccc1 (stereo not given)	101	0
CC1=CCC2CC1C(C)OC2(C)C (stereo not given)	105	1.1
O=C(N=Nc1c(O)n(CN(Cc2ccccc2)Cc2ccccc2)c2ccccc12)c1ccco1	99	-0.5
c1ccc(-c2nnc(CN3CCCCCC3)o2)cc1	103	-0.2
O=C1/C(=C/C=C/c2ccccc2)SC(=S)N1c1cccc(F)c1	100	-0.1
COc1cccc(CNC(=O)CN(C)S(=O)(=O)c2ccc3[nH]c4c(c3c2)CCCC4)c1	110	1
Cc1sc2c(c1C)C(=O)NC(/C=C/c1ccc3c(c1)OCO3)N2 (stereo not given)	106	0.2
CN(C)c1nc(N)nc(Cn2c(=O)oc3ccc(Cl)cc32)n1	103	0.5
Clc1cccc(Cl)c1CSc1cccs1	109	1.2
O=C(C1CCN(S(=O)(=O)c2cccc3nsnc23)CC1)N1CCCCC1	106	0.4
CCCCNC(=O)n1c(=S)oc2cc(Cl)ccc21	100	-0.3
Fc1ccc(-c2cc(-c3nc4c5ccccc5ncn4n3)[nH]n2)cc1	99	-1.7
CC(C)OCCCn1c(SCC(=O)c2ccccc2)nc2c(sc3ccccc32)c1=O	109	0.5
CCC(=O)Nc1cc2ccccc2cc1NC(=O)CC	101	-0.1
C=CCN1C(=O)/C(=C/N(C(C)=O)c2ccccc2)SC1=S	103	0.2

An excerpt of these results, with values under each structure:
Values in the order: PV pol inh	PV pol inh FP z-score
- COc1cccc(CNC(=O)CN(C)S(=O)(=O)c2ccc3[nH]c4c(c3c2)CCCC4)c1
→ 110	1
- CC1=CCC2CC1C(C)OC2(C)C (stereo not given)
→ 105	1.1

New compounds follow
SMILES	PV pol inh	PV pol inh FP z-score
Cc1cccc(C(C)C)c1NC(=O)Cn1c(=O)oc2cc(S(=O)(=O)N3CCCC3)ccc21	103	-0.7
COc1ccc(C(=O)Nc2ccc(-c3n[nH]c(=S)o3)cc2)cc1OC	96	-1.6
NS(=O)(=O)c1ccc(CNC(=O)c2ccccc2C(F)(F)F)cc1	99	-0.4
CCCC(=O)N1CC(=O)Nc2ccc(Cl)cc2C1c1ccccc1 (stereo not given)	105	0.1
O=C(NC1CCCCNC1=O)c1cnn(-c2ccccc2)c1C(F)(F)F (stereo not given)	104	0.2
C(=N\n1cnnc1)/c1nc2ccccc2[nH]1	103	0.8
O=C(CC1(C(F)(F)F)NCCN1)c1ccco1	100	-0.4
COc1ccccc1NC(=O)c1cc(C2CC2)nc2c1c(C)nn2-c1ccc(C)cc1	107	-0.3
N#CC(=C1CCCCC1)c1nc2ccccc2s1	101	0
O=C(Cc1ccccc1)Nc1ccccc1C(F)(F)F	109	0.5
CCC(C)n1c(C)cc(C(N)=O)c1C (stereo not given)	106	0.5
O=C(CC1COc2ccccc2O1)Nc1cccc(C(F)(F)F)c1 (stereo not given)	104	0.1
O=C(NCC(c1cccnc1)N1CCOCC1)Nc1ccccc1 (stereo not given)	101	0.2
COc1ccc(CCC(=O)NCCc2cn3ccccc3n2)cc1	103	-0.1
C/C(=N/NC(N)=O)c1ccc2c(c1)Cc1ccccc1-2	101	0.4
Cc1nc2cccnc2n1-c1cccc(C(=O)NCCc2ccc(S(N)(=O)=O)cc2)c1	112	0.9
Cn1nc(C(C)(C)C)cc1NC(=O)Nc1cccc2ccccc12	101	-0.1
CC(=O)N(c1ccc(C(F)(F)F)cc1)S(=O)(=O)c1ccc(N2C(=O)CCC2=O)cc1	106	0.4
C[n+]1cccc2ccc(O)cc21	61	-7.8
COc1cc(NS(=O)(=O)c2ccc(NC(=O)c3ccc(C(C)=O)cc3)cc2)nc(OC)n1	101	-0.3
COc1ccc2sc(C3C(=O)c4cccnc4C3=O)nc2c1 (stereo not given)	106	2.4
O=C(CSc1nnc(-c2ccccc2F)n1C1CC1)Nc1ccccc1	104	0.5
COc1ccc(N2C(=O)CC(c3ccccc3)C2=O)cc1 (stereo not given)	101	0.1
Cc1ccccc1OCC(=O)Nc1ccc(OCc2cc(=O)n3ccccc3n2)cc1	109	0.8
Cc1cc(C)cc(Oc2coc3c(CN(C)C)c(O)ccc3c2=O)c1	100	-0.3

(cont.)
SMILES	PV pol inh	PV pol inh FP z-score
Nc1nnc(SCC(=O)Nc2ccc(Cl)cc2)s1	103	0
COc1ccccc1NC(=O)Nc1cc(C(C)(C)C)nn1-c1ccccc1	105	0.5
CCC(=O)N1CCc2cc(S(=O)(=O)NCCC(=O)Nc3cc(C)ccc3OC)ccc21	103	-0.1
Cc1c(C(=O)Nc2nc(-c3ccc(F)cc3)ns2)oc2ccc(Cl)cc12	104	-0.6
CCn1c(=N)c(C(=O)NC2CCCCC2)cc2c(=O)n3ccccc3nc21	104	0.4
NC(=O)C1CCN(C(=O)CN2CCc3ccccc3C2)CC1	104	1.1
Cc1ccc(C(C)(C)C)c(OCCOCCN2CCCC2)c1	99	-0.3
O=C(c1ccc2c(c1)CCN2S(=O)(=O)c1ccc(Cl)cc1)N1CCN(c2ccccc2)CC1	100	-1.6
CNC(=O)c1cc(S(=O)(=O)NC)ccc1C	103	0.6
COc1ccc(-c2cc(C)no2)cc1S(=O)(=O)Nc1cccc(C(F)(F)F)c1	108	0.2
Cc1cccc2cnn(CC(=O)N3CCc4ccccc4C3)c12	101	-0.6
O=c1c2c3c(sc2nc2ccc(NCc4ccco4)nn12)CCCC3	105	0.5
Cc1ccc(/C=C(\C#N)c2nc(-c3ccc(-c4ccccc4)cc3)cs2)cc1	105	0.3
CC(=O)NCc1ccc(C(=O)CSc2nnc(-c3ccc4c(c3)OCO4)n2-c2ccccc2)o1	105	0.3
CN(C(=O)COc1ncnc2ccccc12)C1CCCCC1	100	-0.4
COc1cccc2c(=O)n(CC(=O)N3CCOCC3)ccc12	102	0
CC1CCCC(C)N1C(=O)COC(=O)c1cccnc1Cl (stereo not given)	103	0.7
Cc1cc(C(=O)CN2C(=O)NC3(CCSc4ccc(F)cc43)C2=O)c(C)n1CC1CCCO1 (stereo not given)	111	1.5
O=C(/C=C/c1ccco1)Nc1ccc(-c2nc3ccccc3[nH]2)cc1	101	-0.1
COc1ccc(CCNC(=O)C2OCCc3ccccc32)cc1OC (stereo not given)	100	-0.1
COc1ccc(-c2nc3scc(CCNS(=O)(=O)N(C)C)n3n2)cc1	101	-0.6
COc1cccc(N2CCN(C3C(=O)c4ccccc4N3C(C)=O)CC2)c1 (stereo not given)	113	1.3
Oc1c(Cl)cc(Cl)cc1/C=N/NCCc1ccccn1	100	-0.4
CCC(=O)c1c(OCC(N)=O)ccc2c(C)cc(=O)oc12	106	0.9
C[n+]1ccc(/C=C/c2ccc3c(c2)OCO3)c2ccccc21	104	0.5
CCSc1nc2ccccc2c(OCc2ccccc2Cl)c1C(=O)OC	104	-0.5

Structures above containing two or more sulfur atoms:
SMILES	PV pol inh	PV pol inh FP z-score
O=c1c2c3c(sc2nc(SCc2ccccc2)n1Cc1ccco1)CCC3	101	0.4
CC(OC(=O)c1ccc2ncsc2c1)C(=O)Nc1ccc(S(N)(=O)=O)cc1 (stereo not given)	104	0.1
Cc1nn(S(=O)(=O)c2ccc(F)cc2)c(C)c1S(=O)(=O)N1CCCCC1	109	0.5
O=C(Nc1cccc(C(F)(F)F)c1)C1CCCN1S(=O)(=O)c1cccc2nsnc12 (stereo not given)	107	0.6
COc1ccc(-c2nc(CNS(=O)(=O)c3ccccc3F)cs2)cc1	106	1.9
O=C(Nc1ccc2nc(SCCOc3ccccc3Cl)sc2c1)c1ccc2c(c1)OCO2	105	-0.5
O=c1sc(N2CCN(c3ccc(Cl)cc3)CC2)nc2ccsc12	100	-0.5
O=C1/C(=C/C=C/c2ccccc2)SC(=S)N1c1cccc(F)c1	100	-0.1
Clc1cccc(Cl)c1CSc1cccs1	109	1.2
O=C(C1CCN(S(=O)(=O)c2cccc3nsnc23)CC1)N1CCCCC1	106	0.4
CC(C)OCCCn1c(SCC(=O)c2ccccc2)nc2c(sc3ccccc32)c1=O	109	0.5
C=CCN1C(=O)/C(=C/N(C(C)=O)c2ccccc2)SC1=S	103	0.2
Nc1nnc(SCC(=O)Nc2ccc(Cl)cc2)s1	103	0
COc1ccc(-c2nc3scc(CCNS(=O)(=O)N(C)C)n3n2)cc1	101	-0.6
